Abeta rescue = A-beta toxicity reversal in yeast | Potency, µM (top dose mostly 46.1 µM), for the others: top-dose growth rescue, most hits filed as activators | yeast expressing A-beta42, growth rescue, OD600, 48 h; response scale: 0% DMSO, 100% iron-clioquinol control | hit rate 0.063% among 410,000; note: potency is the fitted concentration of half-maximal effect; nearly all actives have a fitted effect of over 55% in size
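Yeast growth medium received pinned compounds, then yeast cells expressing toxic A-beta were added; plates incubated at 30 C for 48 hr. Growth read as absorbance at 600 nm, normalized to DMSO and equimolar FeCl3 plus clioquinol controls.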
GLP-1R inv ag = GLP-1 receptor (human) inverse agonism | Potency, µM (highest dose often 38.3 µM), for the others: at the highest dose activity change, negative = inhibition, hits mostly inhibitors | hit rate 1.6% among 410,000 | P43220 | HEK293 GLP-1R CRE-luciferase, luminescence, 24 h; GLP-1R form is constitutively active; note: potency is the fitted concentration of half-maximal effect; % is set by controls: 0 for no effect and ±100 for the full control effect; nearly all actives have a fitted effect of over 55% in size
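Luminescence readout: a drop in cAMP-driven luciferase signal flags inverse agonism at a constitutively active GLP-1R stably expressed in HEK293. Compound exposure lasted 24 hr at 37 deg C, 5% CO2.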
aSyn yeast inh = alpha-synuclein toxicity inhibition in yeast; Yeast expressing alpha-synuclein, growth rescue, BacTiter-Glo, 24 h; Potency, µM (highest dose often 46.1 µM), for inactives: at the top dose growth rescue (activation), actives largely listed as activators; hit rate 0.14% among 370,000; AID 652106; note: potency is the fitted concentration of half-maximal effect; % of control where 0% means no effect; nearly all actives have a fitted effect of over 65% in size
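Screening used galactose-induced yeast with toxic alpha-synuclein levels, exposed to compound for 24 hr at 30 deg C. Cell growth, read with BacTiter-Glo luminescence, gave the measured signal.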
Akt phos inh = inhibitors of Akt phosphorylation. AID 651550. activity change, % for hits at 50 µM. hit rate 0.32% among 360,000. Neuro2A IGF-stimulated pAkt S473 HTRF, 20 min; stronger effect = lower value; in the data active = activity change below about -80%; inconclusive = mostly about -51% to -80%; note: % is set by controls: 0 for no effect and ±100 for the full control effect
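Neuro2A cells (4,500/well, DMEM with 0.5% FBS) were treated with compound at a single 50 µM final concentration, stimulated with 6 nM IGF for 20 min at 37 °C, and lysed. Phospho-Akt Ser473 was read by HTRF as 665/615 ratio ×10^4.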
GLP1R ag = activates the human GLP-1 receptor; P43220; HEK293 GLP-1R CRE-luciferase, luminescence, 4-6 h; cells express a hypersensitive GLP-1R form; Potency, µM (doses to about 45.6 µM), inactives show at the top dose activation, usual class: activators; hit rate 0.007% among 380,000; note: potency is the fitted concentration of half-maximal effect; % of control where 0% means no effect
TDP43 rescue = inhibitors of TDP-43 toxicity in yeast | Potency, µM (top dose mostly 46.1 µM), without a hit: at the top dose growth rescue (activation), actives largely listed as activators | TDP-43 expressing yeast growth rescue, BacTiter-Glo, 24 h | hit rate 1.8% among 410,000; note: potency is the fitted concentration of half-maximal effect; % of control where 0% means no effect; nearly all actives have a fitted effect of over 50% in size
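Yeast expressing TDP-43 (pregrown in raffinose, seeded at OD600=0.02 in galactose medium) exposed to compounds 24 hr at 30 deg C. Growth read by BacTiter-Glo luminescence; rescue of toxicity appears as increased signal.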
PTHR1 ag = agonists of human PTHR1 parathyroid hormone receptor. Q03431. HEK293 GP2 PTHR1 cells, GloSensor cAMP luminescence, 1 h. Potency, µM (titrated, usually from 115 µM), without a hit: at the highest dose activation, hits mostly activators. hit rate 0.075% among 410,000. AID 743266; note: potency is the fitted concentration of half-maximal effect; nearly all actives have a fitted effect of over 55% in size; some results filed as inactive show a strong effect at the top dose; inactives centre near -15; many of its hits are not listed in these tables
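HEK-293-derived GP2 cells expressing PTHR1 and a GloSensor cAMP reporter, 3,000/well, plated overnight, given luciferin plus IBMX (each 0.5 mM as added) for 1 h at 37 °C, then compound for 1 h at 37 °C. Luminescence was read after 15 min at room temperature.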
D3 antag = antagonists of human D3 dopamine receptor. max response, negative = inhibition, %. P35462. AID 652054. D3R cells, DiscoveRx beta-arrestin luminescence, antagonist mode; stronger effect = lower value. hit rate 2.5% among 360,000; in the data active = max response below about -50%; inconclusive = no clear call, values can overlap the other calls; note: % is set by controls: 0 for no effect and ±100 for the full control effect; mostly tested at two doses, the higher about 12 µM
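Cells plated overnight at 1500 cells/well, then exposed to library compounds with dopamine controls for 90 minutes at 37 degrees C. DiscoveRx reagent added for 30–60 minutes at room temperature; luminescence read, quantitative HTS format.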
FUS suppressor = suppressors of FUS proteinopathy in yeast; S. cerevisiae FUS-expressing, growth rescue, OD600, 24 h; Potency, µM (titrated, usually from 76.6 µM), for inactives: at the top dose growth rescue (activation), actives largely listed as activators; hit rate 0.24% among 390,000; AID 1347120;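 note: potency is the fitted concentration of half-maximal effect; plate controls were DMSO vehicle for no effect and reference control for full effect; nearly all actives have a fitted effect of over 55% in size; some results filed as inactive show a strong effect at the top dose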
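Quantitative HTS measuring growth restoration of FUS-toxic yeast. Galactose-induced cells (OD 0.005) were exposed 24hr at 30C to compounds at several concentrations, then absorbance at 600 nm was recorded.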
An asterisk follows results filed as active; i = inactive; u = inconclusive; x = not tested or not shown; [ ] = dose if it differs, or a comment. Unless noted, calls come from the whole dose curve; as a rule, active = well fitted curve in the direction sought with a large enough effect; inconclusive = small, poorly fitted or top-dose-only effect, or another doubt; inactive = no such curve, though single readings can be large; an effect the other way counts as inactive or inconclusive.

Every second line gives: Abeta rescue, GLP-1R inv ag, aSyn yeast inh, Akt phos inh, GLP1R ag, TDP43 rescue, PTHR1 ag, D3 antag, FUS suppressor
1: Cc1ccc(NC(=O)[C@H](Cc2ccccc2)NC(=O)CC[C@H]2O[C@@H](n3ccc(=O)[nH]c3=O)[C@H](O)[C@@H]2O)cc1C
  -15%, 24%, -7%, i, -1%, 14%, -13%, -16, -5%
2: CCOC(=O)N1CCN(C(=O)C[C@@H]2C[C@@]3(C(=O)OCC)CCC=C3N(CCC3=CCCCC3)C2=O)CC1
  -16%, 10%, -2%, i, 1%, 11%, i, -3, 20%
3: CCCc1nnc(SCC(=O)N2CCCCC2)n1CC1CCCO1 (stereo not given)
  -5%, 0%, 2%, i, -4%, 21%, i, 12, 38%
4: Cc1nc2c(o1)CCc1ccccc1C2O (stereo not given)
  20%, 7%, 1%, i, -13%, -12%, i, 2, 13%
5: Cn1nc(-c2ccc(OCC(N)=O)cc2)c2ccccc2c1=O
  20%, 0%, x, x, 25%, 0%, -23%, 26, -2%
6: O=C(CSCc1ccccc1Br)Nc1ccccc1
  19%, -25%, 0%, i, 9%, u, -4%, -3, 2%
7: COc1cccc(C(c2nnnn2CS(=O)(=O)c2ccc(C)cc2)N2CCN(C)CC2)c1OC (stereo not given)
  9%, -3%, -10%, i, -8%, -9%, i, -21, -4%
8: O=S(=O)(Nc1nc2ccccc2nc1OCC(F)(F)F)c1cccs1
  -2%, u, 4%, i, 0%, 2%, -37%[inhibitor], 1, -1%
9: CC(C)N(Cc1nc(-c2ccccc2)no1)C(=O)COc1ccccc1
  1%, u, 10%, i, 7%, u, -2%, 1, 16%
10: Cc1nccc(-c2ccc3c(c2)OCO3)n1
  -6%, 15%, 19%, i, 5%, 14%, i, -2, -5%

Sorted by the number under GLP1R ag (high to low): some entries from above
item	Structure	GLP-1R inv ag	Akt phos inh	GLP1R ag	PTHR1 ag	D3 antag
6	O=C(CSCc1ccccc1Br)Nc1ccccc1	-25%	i	9%	-4%	-3
1	Cc1ccc(NC(=O)[C@H](Cc2ccccc2)NC(=O)CC[C@H]2O[C@@H](n3ccc(=O)[nH]c3=O)[C@H](O)[C@@H]2O)cc1C	24%	i	-1%	-13%	-16
4	Cc1nc2c(o1)CCc1ccccc1C2O (stereo not given)	7%	i	-13%	i	2

Next results:
Every second line gives: Abeta rescue, GLP-1R inv ag, aSyn yeast inh, Akt phos inh, GLP1R ag, TDP43 rescue, PTHR1 ag, D3 antag, FUS suppressor
11: O=C(/C=C/c1cccnc1)/C=C/c1cccnc1
  -50%[inhibitor], u, 12%, i, -4%, u, -22%, -102*, -12%
12: COc1cccc(NC(=O)CNC(=O)c2ccc(F)cc2)c1
  1%, 0%, -17%, i, 8%, -11%, -7%, 4, x
13: COc1ccc(-c2csc(Nc3cccnc3)n2)cc1OC
  4%, 26%, -6%, i, 17%, 17%, i, 26, 14%
14: CC(=O)c1ccc(N(CC(=O)NC2CCCCC2)C(=O)CNC(=O)c2cccs2)cc1
  -6%, 15%, 0%, i, 18%, -13%, i, 9, 12%
15: COC(=O)c1c(NC(=O)c2ccc(OC)cc2OC)sc2c1CCCCC2
  5%, -4%, x, x, x, 4%, -24%, x, 16%
16: COc1ccc(Cn2cccc(NC(=O)Nc3cccc(C#N)c3)c2=O)cc1
  9%, 5%, 0%, i, 3%, 20%, -3%[57.5 µM], 34, 31%
17: Cc1ccc(NC(=O)CSc2nc(=O)n(CCN3CCOCC3)c3c2CCC3)c(C)c1
  -5%, -1%, x, x, x, 19%, i, x, 3%
18: C/C(=N\NC(=O)CSCc1ccc([N+](=O)[O-])cc1)c1cccc(Br)c1
  3%, u, 4%, i, -3%, 17%, -15%, 12, 0%
19: CCOc1ccc(CCNC(=O)CCCc2nnc3n(C)c(=O)c4sccc4n23)cc1OCC
  -1%, 8%, x, x, x, 7%, -11%, x, -4%
20: O=C1CNC(=O)/C1=C\N1CCCCC1
  3%, 13%, -5%, i, -1%, -17%, i, 3, -13%
21: CCc1ccc(NC(=S)N(CCCN2CCOCC2)Cc2ccccn2)cc1
  -17%, -10%, 0%, i, 6%, -13%, -26%, 28, 5%
22: CC(C)(O)CN(CCCNC(=S)Nc1ccccc1)C(=S)Nc1ccccc1
  -11%, -15%, -4%, i, 1%, -5%, -19%, 15, x
23: CC(=O)N1c2ccc(S(=O)(=O)NCC3CCC(C(=O)NC4CCCCC4C)CC3)cc2CC1C (stereo not given)
  -4%, 12%, 5%, i, 4%, -20%, -15%, 1, 17%
24: COC(=O)[C@@]1(Cc2ccc(OC)cc2)[C@H]2c3cc(C(=O)N4CCCC4)n(Cc4ccccc4)c3C[C@H]2CN1C(=O)c1ccccc1
  3%, u, 8%, i, -3%, u, i, 7, u
25: Nc1ccc(CSc2ccc(Cl)cc2)cc1
  5%, 5%, 2%, i, 16%, -12%, -1%, 2, 8%
26: S=c1[nH]nc(-c2cccc(Br)c2)o1
  -19%, 3%, -27%, -108%*, -14%, -42%[inhibitor], -23%, 9, 24%
27: O=C(COC(=O)COc1ccccc1)NCc1ccco1
  14%, -10%, 3%, i, -10%, 11%, i, 26, 11%
28: Cc1ccc2c(NC(=O)c3ccco3)cccc2n1
  -6%, 32%[activator], -3%, i, 0%, 1%, i, -9, -7%
29: COc1ccc(NC(=O)c2ccc(OC)c(S(=O)(=O)N3CCCCC3C)c2)cn1 (stereo not given)
  11%, -15%, 5%, i, -5%, 6%, -80%[inhibitor], 19, 5%
30: COc1ccccc1CNC(=O)CCCNC(=O)c1ccc(Cl)cc1
  -8%, -2%, 0%, i, -1%, 6%, -19%, 8, -3%
31: COc1ccc(NC(=S)/N=C(\N)Nc2nc(C)c3ccc(C)cc3n2)cc1
  7%, u, 1%, i, 0%, u, -13%, 49, 15%
32: Cc1cc(N2CCOCC2)ccc1/C=C1\NC(=O)N(CC(=O)Nc2ccc(F)cc2)C1=O
  5%, 57%[activator], -1%, i, -2%, 3%, -31%[inhibitor], -9, 8%
33: CCC1Sc2ccccc2N(CC(=O)NCCC(C)C)C1=O (stereo not given)
  9%, 4%, 4%, i, 6%, 5%, 9%[57.5 µM], 7, 10%
34: CC(C)(C)n1nnnc1C(c1ccccc1)N1CCN(C/C=C/c2ccccc2)CC1 (stereo not given)
  -14%, -21%, -5%, i, 21%, 11%, -5%, -57*, 2%
35: Cc1occc1-c1nnc(SCC(=O)N2CCN(c3ccccc3)CC2)n1C
  23%, u, 1%, i, -15%, -6%, i, -3, 4%
36: CCOc1ccc(NC(=O)C(=O)NCc2ccncc2)cc1
  -9%, -22%, 5%, i, 2%, -14%, i, 5, -6%
37: COC(=O)CC[C@@H](C(=O)O)N1C(=O)c2ccccc2C1=O
  -1%, 18%, 1%, i, -10%, 11%, -4%, 13, 10%
38: CCOC(=O)CSc1nc2ccc(NC(=O)COc3ccccc3)cc2s1
  -12%, -5%, x, x, x, 15%, i, x, 17%
39: CN(Cc1cccs1)C(=O)C1CC(=O)N(Cc2ccccc2)C1 (stereo not given)
  -11%, 17%, 6%, i, -3%, 12%, i, -2, -8%
40: O=C(CCNC(=O)c1ccc([N+](=O)[O-])cc1)NC1CCCCCC1
  -14%, 15%, 1%, i, 0%, 9%, i, -20, x
41: O=C(CN1CCN(S(=O)(=O)N2CCOCC2)CC1)Nc1cc(Cl)ccc1Cl
  -9%, 3%, -4%, i, 9%, u, -35%, 2, -21%
42: CCn1c(/C=C/c2ccccc2[N+](=O)[O-])nc2ccccc2c1=O
  -1%, 5%, -5%, i, 20%, 1%, -20%, 12, 17%
43: CN1CCN(C(=S)Nc2cccc(Cl)c2)CC1
  9%, -4%, 0%, i, 0%, 21%, -17%, -23, x
44: CC(=O)Nc1ccc(-c2csc(Nc3ccccn3)n2)cc1
  -5%, u, -2%, i, 14%, 17%, -34%[inhibitor], 1, -19%
45: CCOC(=O)c1c(NC(=O)Cn2nc(C(=O)O)c3ccccc3c2=O)sc2c1CCC(C)C2 (stereo not given)
  -17%, 0%, 1%, i, 6%, -18%, u, 6, 21%
46: Cc1ccc(NC(=O)COC(=O)c2ccc3c(c2)NC(=O)C2CCCN32)cc1 (stereo not given)
  -2%, 0%, 1%, i, 2%, 0%, 15%[57.5 µM], -12, u
47: CS(=O)(=O)Nc1cccc2[nH]ncc12
  -16%, -1%, -1%, i, 0%, -30%, -8%, 9, -20%
48: Cc1nnc2ccc(-c3cccc(NS(=O)(=O)c4ccccc4[N+](=O)[O-])c3)nn12
  0%, 67%[activator], 2%, i, 11%, -19%, -11%, 12, -3%
49: Cc1cccc(C)c1NC(=O)N1CCC(N2CCCCC2)CC1
  -5%, -1%, 5%, i, 9%, -12%, i, -9, -23%
50: COc1ccc(NC(=O)CCS(=O)(=O)c2ccccc2)c(OC)c1
  -7%, -1%, -1%, i, -11%, -8%, -14%[57.5 µM], -8, 6%
51: CC(=O)c1ccc(N(C(=O)Cn2nnc3ccccc32)C(C(=O)NC2CCCCC2)c2cn(C)nc2C)cc1 (stereo not given)
  -6%, 19%, -1%, x, 3%, -11%, i, -3, 3%
52: COc1ccc(NC(=O)OCC(C)C)cc1OC
  -22%, 0%, -10%, i, 19%, -8%, 14%[57.5 µM], -10, 17%
53: Cc1cc(C(=O)N2CCCC(C(=O)c3cc(F)ccc3F)C2)c(C)o1 (stereo not given)
  2%, -17%, 1%, i, 15%, 14%, -24%, -56*, 13%
54: COc1cc(C2CC(=O)Nc3c2c(=O)[nH]c2nc4ccccc4n32)ccc1O (stereo not given)
  0%, 8%, -1%, x, 4%, -7%, 12%, x, -5%
55: CCn1c(SCC(=O)Nc2ccc(OC)c(OC)c2)nnc1-c1c[nH]c2ccccc12
  2%, -16%, 3%, i, 10%, 0%, i, -12, 11%

Screening data (PubChem)

These rows are one share of the data, so the mix of outcomes need not match the whole.
